# Compound activity from PubChem BioAssay.
# TRPML3 agonist: human TRPML3 channel agonists, primary screen, cell-based, HEK293 TRPML3-YFP, Fluo-8 calcium fluorescence, 3 µM; Mucolipin-3 (Homo sapiens), Q8TDD5; 100% = the carbachol control signal; activation, % at 3 µM; actives 0.29% (n = 220,000); AID 1448, 2008;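 active = activation above its plate's cutoff, the mean activation of the plate's test wells plus 3 SD, cut at about 12% in these data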;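 also: 0% = DMSO only wells and 100% = carbachol wells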
# Target sequence (Q8TDD5 whole entry, looked up): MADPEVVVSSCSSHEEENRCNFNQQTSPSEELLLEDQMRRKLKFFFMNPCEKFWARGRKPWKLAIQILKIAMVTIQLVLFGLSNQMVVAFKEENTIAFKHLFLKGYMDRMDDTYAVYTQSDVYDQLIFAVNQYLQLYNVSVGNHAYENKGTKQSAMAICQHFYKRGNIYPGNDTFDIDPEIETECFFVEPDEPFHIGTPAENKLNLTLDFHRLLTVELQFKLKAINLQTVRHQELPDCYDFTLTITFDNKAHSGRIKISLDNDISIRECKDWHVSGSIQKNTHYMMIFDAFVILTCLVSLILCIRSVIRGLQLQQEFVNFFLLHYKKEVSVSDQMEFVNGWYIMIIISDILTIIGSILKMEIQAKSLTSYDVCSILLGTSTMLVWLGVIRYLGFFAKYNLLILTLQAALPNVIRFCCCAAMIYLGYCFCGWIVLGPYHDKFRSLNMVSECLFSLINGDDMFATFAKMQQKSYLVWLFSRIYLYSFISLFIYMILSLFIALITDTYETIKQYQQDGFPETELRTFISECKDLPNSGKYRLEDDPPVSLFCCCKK
#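 Test system: HEK293 cells stably carrying human TRPML3-YFP; Doses: single dose, 3 µM final nominal compound, 0.3% DMSO final; Schedule: dye loading 1 h 37 °C then 30 min ambient, 125 s read; Technique: Fluo-8 calcium fluorescence; Benchmarks: high control carbachol 87 µM, low control DMSO.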
# S1P4 agonist: S1P4 receptor agonists, primary screen, cell-based; actives 0.35% (n = 220,000); AID 1509, 2009; S1P4-expressing cell line, agonist reporter assay; activation, % at 4.98 µM; Sphingosine 1-phosphate receptor 4 (Homo sapiens), O95977; in the data active = activation above about 11%;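 also: 0% = DMSO vehicle and 100% = reference agonist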
# Target sequence (O95977 whole entry, looked up): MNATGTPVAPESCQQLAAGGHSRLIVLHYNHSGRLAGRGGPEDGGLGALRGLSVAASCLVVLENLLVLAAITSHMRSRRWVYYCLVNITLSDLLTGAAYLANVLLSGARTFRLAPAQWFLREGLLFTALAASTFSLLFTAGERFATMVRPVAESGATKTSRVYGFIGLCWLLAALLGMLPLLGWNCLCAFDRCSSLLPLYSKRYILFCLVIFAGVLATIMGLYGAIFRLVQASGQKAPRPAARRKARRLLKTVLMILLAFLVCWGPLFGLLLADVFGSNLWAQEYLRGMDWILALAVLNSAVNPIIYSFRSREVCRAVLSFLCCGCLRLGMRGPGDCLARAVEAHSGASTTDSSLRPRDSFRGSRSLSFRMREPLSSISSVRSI
# BaF3 parental: parental Ba/F3 cell viability inhibition, counter-screen for JAK2V617F inhibitor project, murine pro-B, CellTiter-Glo luminescence | AID 1486, 2009 | actives 1.1% (n = 220,000) | CellTiter-Glo ATP luminescence | inhibition, % at 5.6 µM;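 active = inhibition above a per-campaign cutoff, the mean inhibition of all tested compounds plus 3 SD, cut at about 27% in these data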;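 also: 0% = DMSO wells and 100% = JAK Inhibitor I control wells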
# zfTRPN1 agonist: zebrafish TRPN1 channel agonists, primary screen, cell-based, HEK293, calcium fluorescence. transient receptor potential cation channel N1 (TRPN1/NompC), Danio rerio. HEK293 zebrafish TRPN1-YFP, Fluo-8 calcium fluorescence; 100% = response to 87 µM carbachol. activation, % at 3 µM. actives 0.18% (n = 220,000). AID 1424, 2008;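 active = activation above its plate's cutoff, the mean activation of test wells on that plate plus 3 SD, cut at about 19% in these data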;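 also: 0% = DMSO alone and 100% = 87 µM carbachol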
#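 Material – zebrafish TRPN1-YFP in HEK293 cells · Doses – 3 µM single point · Schedule – dye 1 h 37 °C plus 30 min RT · Signal – Fluo-8 calcium fluorescence, excitation 470-495 nm, emission 515-575 nm · Read-out – % activation versus carbachol response · Control set – carbachol high, DMSO low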
# PERK inhibitor: block of dimerizer-induced PERK translation repression, primary screen, PERK inhibitor project, CHO PERK-DD cells, SEAP luminescence, HTS; actives 0.17% (n = 220,000); CHO PERK-DD fusion, SEAP luminescence translation reporter; inhibition, % at 5.6 µM; AID 1416, 2008;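 active = inhibition above the mean inhibition of all tested compounds plus 3 SD, set separately per screening campaign, cut at about 2.9% in these data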;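 also: PERK kinase domain activated by AP20187 dimerizer at 100 nM; 0% = DMSO with dimerizer and 100% = rapamycin at 8.4 µM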
# EP2 mod: EP2 receptor modulators, cAMP readout, primary screen, cell-based, HTRF cAMP, PGE2 stimulation; actives 0.83% (n = 260,000); Prostaglandin E2 receptor EP2 subtype (Homo sapiens), P43116; EP2-expressing cells, cAMP HTRF FRET, PGE2 co-stimulation; induction, % at 25 µM;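 active = compounds whose cAMP rise, as percent of the full-agonist control response, exceeds 60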;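 also: rat C6 glioma line stably carrying human EP2 under a CMV promoter; the protocol text gives 20 µM as final concentration; 100% = response of wells given 1 µM PGE2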
# m-calpain inh: inhibitors of pig calpain II, primary screen, biochemical, fluorogenic peptide substrate, 1536-well | actives 0.37% (n = 220,000) | purified calpain II, 30 min | inhibition, % at 16 µM;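 active = inhibition above about 50%, limit read from the data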
# S1P4 antag: S1P4 receptor antagonists, primary screen, cell-based | inhibition, % at 4.98 µM | actives 0.26% (n = 220,000) | S1P4-expressing cells, antagonist mode, reporter read-out; in the data active = inhibition above about 29%;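 also: 0% = wells stimulated with agonist and 100% = vehicle wells without agonist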
# Ba/F3 V617F tox: reduced viability of JAK2V617F-dependent Ba/F3 cells, primary screen, JAK2V617F inhibitor project, cell-based, Ba/F3 EpoR-JAK2V617F, luminescence. inhibition, % at 5.6 µM. AID 1446, 2008. ATP luminescence. actives 1.1% (n = 220,000);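 active = inhibition above the campaign mean plus 3 SD over all tested compounds, cut at about 24% in these data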;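 also: cytokine-independent growth of Ba/F3 cells driven by EpoR plus mutant JAK2; 0% = DMSO-treated cells and 100% = JAK inhibitor I control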
# * hit, by the source's call; x = not tested or not shown; & = joins results of further samples.
# Start of the data: the first 12 records (preview)
SMILES,TRPML3 agonist,S1P4 agonist,BaF3 parental,zfTRPN1 agonist,PERK inhibitor,EP2 mod,m-calpain inh,S1P4 antag,Ba/F3 V617F tox
O=c1c2sccc2[nH]c(=S)n1Cc1ccccc1,1.2,0.1,2,0.9,-0.3,24,2,8,-1
FC(F)Oc1ccc(NC(=S)NCc2ccco2)cc1Cl,3.7,1.5,7,5.5,0.6,-41,-10,2,-1
COc1cc(NC(=O)C/C(C)=N/NC(=O)c2cccc(O)c2)c(OC)cc1Cl,-0.2,-2.8,10,0.2,-1.1,-31,26,-2,6
Cc1ccc2nc(C)c3c(c2c1)N(c1ccccc1)CC3,0.4,0.4,-4,-1.1,0.9,-22,-57,-1,20
CN1C(=O)C(O)(CC(=O)c2ccncc2)c2ccccc21 (stereo not given),-0.4,0.1,5,-0.9,-0.5,-4,21,0,3
COc1ccc2c(Cl)c(C(=O)N/N=C3\CCCC(=O)C3)sc2c1,1.3,-0.9,6,3.1,0.5,-41,-42,4,-5
N#Cc1cnc(SCC(=O)Nc2ccccc2C(F)(F)F)nc1N,0.1,-1.3,3,2.2,0.1,12,-16,7,2
O=C(Cn1cnc2c(cnn2-c2ccc(F)cc2)c1=O)N1CCN(c2ccccc2F)CC1,1.2,-0.5,1,1.9,0.2,-7,-58,1,1
C=CCOc1cccc(CNc2ccc3[nH]c(=O)[nH]c3c2)c1,1.3,-0.1,7,1.0,-0.2,-7,-34,9,1
OC(COCc1ccc2c(c1)OCO2)CN1CCN(Cc2ccccc2)CC1 (stereo not given),-0.1,1.9,-1,1.2,-0.9,12,-36,-4,-2
O=C1COc2ccccc2N1Cc1ccccc1Cl,-0.4,1.1,9,-1.4,0.6,68*,-6,-2,2
Cc1cc(NS(=O)(=O)c2ccc(NC(=O)CSc3nc4ncccc4[nH]3)cc2)nc(C)n1,0.2,0.9,-2,0.0,0.9,4,-2,6,2

# This part in full, from the start:
SMILES,TRPML3 agonist,S1P4 agonist,BaF3 parental,zfTRPN1 agonist,PERK inhibitor,EP2 mod,m-calpain inh,S1P4 antag,Ba/F3 V617F tox
O=c1c2sccc2[nH]c(=S)n1Cc1ccccc1,1.2,0.1,2,0.9,-0.3,24,2,8,-1
FC(F)Oc1ccc(NC(=S)NCc2ccco2)cc1Cl,3.7,1.5,7,5.5,0.6,-41,-10,2,-1
COc1cc(NC(=O)C/C(C)=N/NC(=O)c2cccc(O)c2)c(OC)cc1Cl,-0.2,-2.8,10,0.2,-1.1,-31,26,-2,6
Cc1ccc2nc(C)c3c(c2c1)N(c1ccccc1)CC3,0.4,0.4,-4,-1.1,0.9,-22,-57,-1,20
CN1C(=O)C(O)(CC(=O)c2ccncc2)c2ccccc21 (stereo not given),-0.4,0.1,5,-0.9,-0.5,-4,21,0,3
COc1ccc2c(Cl)c(C(=O)N/N=C3\CCCC(=O)C3)sc2c1,1.3,-0.9,6,3.1,0.5,-41,-42,4,-5
N#Cc1cnc(SCC(=O)Nc2ccccc2C(F)(F)F)nc1N,0.1,-1.3,3,2.2,0.1,12,-16,7,2
O=C(Cn1cnc2c(cnn2-c2ccc(F)cc2)c1=O)N1CCN(c2ccccc2F)CC1,1.2,-0.5,1,1.9,0.2,-7,-58,1,1
C=CCOc1cccc(CNc2ccc3[nH]c(=O)[nH]c3c2)c1,1.3,-0.1,7,1.0,-0.2,-7,-34,9,1
OC(COCc1ccc2c(c1)OCO2)CN1CCN(Cc2ccccc2)CC1 (stereo not given),-0.1,1.9,-1,1.2,-0.9,12,-36,-4,-2
O=C1COc2ccccc2N1Cc1ccccc1Cl,-0.4,1.1,9,-1.4,0.6,68*,-6,-2,2
Cc1cc(NS(=O)(=O)c2ccc(NC(=O)CSc3nc4ncccc4[nH]3)cc2)nc(C)n1,0.2,0.9,-2,0.0,0.9,4,-2,6,2
CCN1CCN(C2=NC(=O)/C(=C/c3ccc(C)o3)S2)CC1,0.8,-0.9,3,2.0,0.4,-4,-1,-9,-1
CCCCOCCCNC(=O)C1CCCCC1,0.5,-1.2,0,-0.1,1.3,-2,12,9,-3
O=C(OC(C(=O)NCc1ccc2c(c1)OCO2)c1ccncc1)c1ccc(Cl)nc1 (stereo not given),0.6,-1.3,81*,0.5,0.0,13,21,-8,4

# EP2 mod, entries above that show a hit.
canonical_smiles,TRPML3 agonist,S1P4 agonist,PERK inhibitor,EP2 mod,m-calpain inh,S1P4 antag
O=C1COc2ccccc2N1Cc1ccccc1Cl,-0.4,1.1,0.6,68*,-6,-2

# The results go on.
SMILES,TRPML3 agonist,S1P4 agonist,BaF3 parental,zfTRPN1 agonist,PERK inhibitor,EP2 mod,m-calpain inh,S1P4 antag,Ba/F3 V617F tox
O=C(Nc1ccccc1-c1nnn(CC(=O)N2CCOCC2)n1)c1ccc(F)cc1,1.4,-0.2,7,0.1,-0.6,-5,-18,2,-1
O=C(C1=C(O)C(=O)N(c2ccccc2)C1c1ccc([N+](=O)[O-])cc1)c1cccs1 (stereo not given),0.8,-0.8,5,1.1,2.5,27,-105,-10,3
O=C(NCc1cccs1)c1ccc2c(c1)OCCO2,0.3,-0.2,-1,1.6,1.6,-6,10,-8,-2
O=C(Nn1cnc2ccccc2c1=O)c1ccc(F)cc1Cl,0.9,0.4,2,0.8,-0.5,15,-5,-4,1
CC(=O)O[C@]1(C(C)=O)CC[C@H]2[C@@H]3C=C(Cl)C4=CC(=O)CC[C@]4(C)[C@H]3CC[C@@]21C,1.3,-2.5,5,2.9,-1.5,9,11,6,7
O=C(NCCO)/C(=C\c1cccc([N+](=O)[O-])c1)NC(=O)c1ccco1,0.6,-0.6,5,1.7,0.5,10,3,-13,-2
Cc1cnc(NC(=O)CSc2nnc(COc3c(C)cccc3C)o2)s1,0.2,-2.6,6,0.2,-0.7,-16,-8,-5,6
Cc1ccc(NC(=O)COc2cccnc2[N+](=O)[O-])cc1S(=O)(=O)N1CCOCC1,1.4,-2.4,2,2.6,0.1,-15,-39,-8,-2
COc1ccc(S(=O)(=O)N2CCN(c3ccccn3)CC2)cc1[N+](=O)[O-],0.5,0.8,-3,0.7,-0.1,10,-16,-10,-2
CC(C)n1cc(/C=N\NC(=O)c2cc3c(ccc4ccccc43)o2)c2ccccc21,0.5,-0.6,2,0.5,1.2,-13,-261,2,2
C#CCOCCOCCOCCNc1nc(N2CCN(C(=O)Cn3cc(CCCN=C(N)N)nn3)CC2)nc(N2CCN(C(=O)[C@H]([C@@H](C)CC)n3cc(CCC(=O)O)nn3)CC2)n1,1.0,0.1,8,1.9,1.1,38,-9,14,1
O=C1C2CC=CCC2C(=O)N1Nc1ccccc1 (stereo not given),0.3,0.7,-1,-0.2,-0.3,33,-4,-16,-1
Cc1ccc([N+](=O)[O-])cc1S(=O)(=O)N1CCNCC1,0.2,0.1,9,0.6,1.5,-9,11,5,4
COc1ccc(/C=C/C(=O)c2ccc3c(c2)OCCO3)cc1[N+](=O)[O-],0.0,3.9,-1,-0.5,-0.4,-26,0,-18,-5
CC1=NN(c2ccc(C(=O)O)c(N)c2)C(=O)C1,0.7,-0.6,12,2.2,0.1,29,-3,-2,7
CCn1c(COc2cccc3ccccc23)nnc1SCC(=O)OC1CCCCC1,0.1,-1.7,4,-1.0,0.6,30,33,9,-1
CN1C/C(=C/c2cccnc2)C(=O)/C(=C/c2cccnc2)C1,0.7,-0.3,2,1.8,0.5,-74,3,9,1
Cc1cc(C)c2cc(CN(CCO)C(c3nnnn3Cc3ccc(F)cc3)C(C)C)c(=O)[nH]c2c1 (stereo not given),-0.2,-4.0,3,0.1,0.0,-6,-14,11,-2
CC(C)C1C(C#N)=C(N)SC(N)=C1C#N,1.2,0.4,1,1.3,-1.0,2,21,-31,2
CCN1CCCC1CNC(=O)c1cc(S(=O)(=O)CC)c(N)cc1OC (stereo not given),1.1&-0.3,-0.1&0.9,-6&-8,0.6&0.5,0.2&0.7,x,-3&23,-8&-13,2&2
Cc1ccc(SCCNC(=O)c2ccc(CN3CCOCC3)cc2)cc1,2.3,-1.4,-3,5.8,1.2,-28,-1,2,-2
Cc1ccc(NC(=O)c2ccc(OC(=O)C(C)Oc3ccc(Cl)cc3C)cc2)cc1 (stereo not given),1.2,-0.6,-1,1.3,0.8,-7,9,3,-4
O=C(CCS(=O)(=O)c1ccccc1)Nc1cccc(-c2nc3ccccc3s2)c1,0.4,0.0,9,4.5,-1.3,-50,24,-26,2
O=C(NCCc1c[nH]c2ccccc12)/C(=C/c1ccco1)NC(=O)c1ccco1,-0.2,-0.2,8,-0.3,-0.6,4,16,-4,5
Cc1c(Cl)cccc1NC(=O)N1CCCN(c2nc(-c3ccccc3)ns2)CC1,4.0,1.2,-3,6.6,-0.6,-37,-20,0,-2
Cc1c(NC(=O)c2ccc(Cl)c(S(=O)(=O)N3CCOCC3)c2)c(=O)n(-c2ccccc2)n1C,1.7,0.7,1,0.4,0.8,16,-17,0,-5
Cc1ccc(S(=O)(=O)Nc2ccccc2C(=O)Nc2ccc(S(=O)(=O)Nc3nccc(C)n3)cc2)cc1,0.4,2.9,4,-0.7,1.1,21,-68,-21,4
CCCS(=O)(=O)N1CCCC(C(=O)NCC2CCCO2)C1 (stereo not given),-0.2,2.0,0,1.3,0.5,-1,30,-6,6
COc1ccc(CCN(C(=O)c2ccccc2)C2=CC3CCC(C2)N3C)cc1OC (stereo not given),0.6,-0.7,-1,0.1,-0.9,10,4,-11,-1
CCc1nnc(SCc2cn3c(C)cc(C)nc3n2)n1N,1.4,0.3,8,-1.4,0.6,7,-470,3,5
COC(=O)c1nc(-c2ccccc2)n[nH]1,0.6,-0.4,2,0.9,-0.7,16,-17,-4,0
Cc1ccc(-c2c(C(=O)N(C)Cc3ccccc3)oc(=O)c3ccccc23)cc1,0.1,0.3,-1,-1.5,-0.7,56,36,-15,0
CC(C)(C)C(=O)NC1(C(F)(F)F)C(=O)Nc2c1c(=O)[nH]c(=O)n2Cc1ccco1 (stereo not given),0.7,0.2,7,1.0,1.2,29,-1,-15,-2
Clc1cccc(Nc2c3c(nc4ncnn24)CCC3)c1,0.8,-0.5,3,1.7,0.2,22,-5,4,-2
O=C(CN1CCN(c2ccccn2)CC1)Nc1ccc2ccccc2c1,0.1,-1.3,-2,1.8,0.8,-69,-6,3,-5
Cc1ccc(S(=O)(=O)c2cc3ccccc3oc2=O)cc1,0.1,0.0,7,1.7,-0.2,-28,-43,-7,2
